# Source: PubChem
# RXFP1 agonist = activates the human relaxin receptor RXFP1; Q9HBX9; HEK293T-RXFP1 cAMP TR-FRET, 30 min; response scale: percent of porcine relaxin response, buffer zero; Potency, µM (titrated, usually from 57.5 µM), without a hit: at the highest dose activation, most hits filed as activators; 370,000 tested, 0.3% active; also: potency is read from the fitted curve at half-maximal effect; % is scaled to controls: 0 for no effect and ±100 for the full control effect; nearly all actives have a fitted effect of over 60% in size; many of its hits are not listed in these tables
#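 HEK293T cells stably expressing RXFP1 were pretreated with the PDE4 inhibitor Ro 20174, exposed to compounds for 30 min at 37C, lysed, and cAMP was read by TR-FRET. Data normalized to buffer (basal) and 29 nM porcine relaxin (100%).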
# USP1-UAF1 inh = USP1/UAF1 (human) deubiquitinase inhibition; O94782; Potency, µM (highest dose often 57.1 µM), without a hit: top-dose activity change, negative = inhibition, most hits filed as inhibitors; 390,000 tested, 0.23% active; recombinant USP1/UAF1, Ub-Rhodamine cleavage fluorescence; also: potency is read from the fitted curve at half-maximal effect; % is scaled to controls: 0 for no effect and ±100 for the full control effect; nearly all actives have a fitted effect of over 60% in size; inactives centre near -12
# Target sequence (O94782 whole entry, looked up): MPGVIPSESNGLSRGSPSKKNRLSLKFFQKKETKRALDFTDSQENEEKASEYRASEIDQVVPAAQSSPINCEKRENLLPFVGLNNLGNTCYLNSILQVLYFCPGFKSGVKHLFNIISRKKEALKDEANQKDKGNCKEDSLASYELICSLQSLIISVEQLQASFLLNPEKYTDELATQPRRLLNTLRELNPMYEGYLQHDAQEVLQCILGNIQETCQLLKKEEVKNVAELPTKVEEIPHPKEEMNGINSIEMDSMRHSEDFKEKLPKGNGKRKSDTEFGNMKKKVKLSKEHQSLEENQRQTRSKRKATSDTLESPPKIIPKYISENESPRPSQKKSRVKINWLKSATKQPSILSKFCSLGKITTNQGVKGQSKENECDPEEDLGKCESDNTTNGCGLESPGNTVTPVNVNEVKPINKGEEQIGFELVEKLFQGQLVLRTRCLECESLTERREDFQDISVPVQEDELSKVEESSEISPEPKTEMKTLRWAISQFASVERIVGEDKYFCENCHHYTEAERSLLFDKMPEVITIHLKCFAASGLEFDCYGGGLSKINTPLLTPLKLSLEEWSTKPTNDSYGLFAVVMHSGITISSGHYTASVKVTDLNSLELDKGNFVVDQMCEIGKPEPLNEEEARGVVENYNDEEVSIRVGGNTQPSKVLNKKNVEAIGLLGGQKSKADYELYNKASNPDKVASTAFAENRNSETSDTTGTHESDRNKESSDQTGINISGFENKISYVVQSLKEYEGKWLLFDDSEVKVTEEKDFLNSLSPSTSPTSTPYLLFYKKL
#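 USP1/UAF1 complex (1 nM) preincubated 15 min at room temperature with compound, then Ub-Rho substrate (150 nM final) added. Kinetic fluorescence at 480/540 nm over 6 reads at 60 s intervals; 50 mM HEPES pH 7.8, 0.5 mM EDTA, 0.1 mg/ml BSA, 1 mM TCEP, 0.01% Tween-20.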
# mIDH1 inhibitor = blocks human mutant IDH1 R132H enzyme; IDH1-R132H enzyme, NADPH consumption, diaphorase/resazurin fluorescence; Potency, µM (top dose mostly 76.6 µM), for inactives: at the highest dose activity change, negative = inhibition, hits mostly inhibitors; 390,000 tested, 0.093% active; AID 602179; also: potency is read from the fitted curve at half-maximal effect; % is scaled to controls: 0 for no effect and ±100 for the full control effect; nearly all actives have a fitted effect of over 65% in size
#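 IDH1-R132H (0.5 ug/mL dispensed) in pH 7.5 Tris buffer was preincubated 30 min with compound, then given a substrate mix of 0.016 mM NADPH and 2 mM alpha-KG for 80 min at room temperature; remaining NADPH was read by diaphorase/resazurin fluorescence.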
# LDHA block = blocks human lactate dehydrogenase A. P00338. purified LDHA, NADH/diaphorase-resazurin fluorescence; hits give low values. activity change, % (values are at about 110 or 230 µM). 480,000 tested, 0.15% active. AID 1347041; in the data active = activity change below about -30%; inconclusive = mostly about -25% to -30%;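 also: plate controls were DMSO wells for no effect and wells without enzyme for full effect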
#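 Enzyme activity of human lactate dehydrogenase 5 (2 nM; 0.06 mM NADH, 0.2 mM pyruvate, 5 min, RT) is measured via a resazurin/diaphorase fluorescence readout of residual NADH.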
# Vif-A3G inh = blocks the Vif interaction with human APOBEC3G; Q9HC16; HeLa A3G-eYFP + Vif (tagged APOBEC3G with the HIV-1 protein that degrades it), YFP fluorescence, overnight; Potency, µM (series often up to 46.1 µM), without a hit: at the top dose activity, negative = active, usual class: inhibitors; 410,000 tested, 0.076% active;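 also: potency is read from the fitted curve at half-maximal effect; % is scaled to controls: 0 for no effect and ±100 for the full control effect; nearly all actives have a fitted effect of over 60% in size; hits raise eYFP signal because A3G escapes Vif-driven loss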
#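 HeLa cells stably expressing Vif and C-terminally eYFP-tagged A3G, seeded overnight at 37 deg C, then exposed to compound by pintool overnight at 37 deg C. Rise in yellow fluorescence (Ex 488/Em 500-530, Acumen) marks blocked Vif-driven A3G degradation.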
# Vif-APOBEC3F blk = inhibitors of Vif-A3F interaction; HeLa A3F-eYFP + Vif (tagged APOBEC3F with the HIV-1 protein that degrades it), YFP fluorescence increase; Potency, µM (highest dose often 46.1 µM), without a hit: at the top dose activity, negative = active; AID 602313; 390,000 tested, 0.2% active; also: potency is read from the fitted curve at half-maximal effect; % of control where 0% means no effect; nearly all actives have a fitted effect of over 65% in size
#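 Fluorescence increase (Ex 488/Em 500-530) after overnight compound treatment at 37 deg C flags inhibition of Vif-driven A3F-eYFP loss in stable HeLa A3F-eYFP/Vif cells seeded overnight beforehand.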
# Glioma ERSR ind = ER stress response induction in glioma. U87-MG GRP78 promoter luciferase reporter, 16 h. 420,000 tested, 0.02% active. Potency, µM, for inactives: top-dose activation, hits mostly activators; also: potency is read from the fitted curve at half-maximal effect; series mostly up to about 76 µM; % of control where 0% means no effect; nearly all actives have a fitted effect of over 35% in size
#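 Stably transfected U87-MG human glioma cells carrying a GRP78-based luminescent sensor were seeded at 1000 cells/well, pin-dosed with compounds and incubated 16 h. Luciferase reagent was then added, and end-point luminescence was read after 10 min at room temperature.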
# PI4K2A inh = inhibitors of human PI4K2A; 420,000 tested, 0.13% active; purified PI4K2A, ADP-Glo luminescence, 1 h; hits give low values; activity change, negative = inhibition, % at 76.9 µM; in the data active = activity change below about -50%; inconclusive = mostly about -30% to -49%;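 also: -100% = wells without enzyme as full effect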
#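 In this quantitative HTS, ADP production by PI4K2A was quantified luminescently after 1 h at ambient temperature; 100 microM adenosine served as plate-quality control.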
# TrxR1 substrate = rat thioredoxin reductase 1 substrate activity; O89049; 390,000 tested, 0.01% active; purified TrxR1 substrate turnover, NADPH consumption readout; Potency, µM (series often up to 114 µM), for inactives: at the top dose activity change, negative = substrate turnover; also: potency is read from the fitted curve at half-maximal effect; % is scaled to controls: 0 for no effect and ±100 for the full control effect; nearly all actives have a fitted effect of over 50% in size
#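 Rat TrxR1, dispensed at 90 nM, was prereduced with 400 uM NADPH (final) for 5 min at ~22 deg C, then incubated with compound 15 min before 400 uM selenite. A first-read NADPH fluorescence drop versus no-compound background flagged substrates.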
# * hit, by the source's call; ? = inconclusive; . = not tested or not shown; & = joins results of further samples; [ ] = remark or other dose. Unless noted, calls follow the shape of the dose curve; as a rule, active = well fitted curve in the direction sought with a large enough effect; inconclusive = small, poorly fitted or top-dose-only effect, or another doubt; inactive = no such curve, though single readings can be large; an effect the other way counts as inactive or inconclusive. A portion of the library; the hit share may differ from the screen's.
SMILES,RXFP1 agonist,USP1-UAF1 inh,mIDH1 inhibitor,LDHA block,Vif-A3G inh,Vif-APOBEC3F blk,Glioma ERSR ind,PI4K2A inh,TrxR1 substrate
Cc1ccnc2nc(C(=O)OCCOc3cccc(Br)c3)nn12,5.5%,3%,11%,-2,1%,-20%,0%,-3,-5%
CN1C(=O)C(O)(CC(=O)/C=C/c2ccco2)c2cc(Br)ccc21 (stereo not drawn),-0.2%,-6%,-7%,1,2%,2%,7%,-14,-11%
Cc1ccc2nc(Cl)c(C3CC(c4ccco4)=NN3C(=O)CCCC(=O)O)cc2c1 (stereo not drawn),24%,1%,-12%,4,2%,3%,-6%,-21,-1%
CCc1ccc(S(=O)(=O)NCc2csc(C)n2)cc1,-3.1%,-19%,3%,1,-6%,11%,-2%,0,0%
CC(C)NC(=O)COc1ccc(OCc2ccccc2)cc1,1.5%,-7%,2%,-2,-2%,3%,-5%,4,-4%[57.1 µM]
COc1ccccc1C(=O)Nn1cnc2ccccc2c1=O,-1.5%,-5%,0%,-6,0%,2%,4%,-3,9%
CN1CCN(C(=O)C2(NC(=O)Nc3ccccc3Cl)CCCCC2)CC1,0.9%,-15%,-6%,-7,2%,-1%,-3%,-4,-6%
O=C(c1ccco1)c1n[nH]nc1-c1ccccc1,-0.6%,3%,11%,-1,-1%,-16%,0%,-5,-16%
CN(C(=O)c1ccc(NC(=O)Cc2cccc(NC(=O)C3CCN(C(=O)C4CC4)CC3)c2)cc1)C1CC1,.,-25%,9%,9,2%,2%,-2%,-4,-6%
CN1CCC(=O)N([C@H](CO)Cc2ccccc2)CC1,-2.4%,-10%,8%[38.3 µM],1,1%&-1%,2%,-2%&-5%,1,-6%&-9%
Cc1cc(OCC(=O)NNC(=O)CCc2ccccc2)ccc1Br,1.3%,?,0%,-7,2%,0%,-3%,1,8%
COc1ccc(CCNC(=O)c2cc3cccc(OC)c3oc2=O)cc1OC,15%,-24%,1%,-1,0%,-1%,-3%,-17,7%
Cc1ccc(C)c(N2CCN(S(=O)(=O)c3ccc4c(c3)OCCO4)CC2)c1,0.5%,-10%,-5%,-5,3%,4%,-4%,4,-10%
CCOC(=O)COc1nc(-c2ccc(C)cc2)cc(-c2ccco2)c1C#N,0.2%,-21%,9%,1,1%,-1%,-3%,-1,42%[activator]
O=C(Cn1nnc(-c2ccccc2NC(=O)c2ccccc2)n1)Nc1ccc2c(c1)OCCO2,8.6%,3%,6%,-12,1%,-6%,0%,-3,54%[activator]
CCC(C)c1ccc(OCC(=O)Nc2ccc(-c3nc4ncccc4o3)cc2)cc1 (stereo not drawn),8.0%,-2%,1%,-10,-1%,-21%,-2%,-2,208%[activator]
COc1ccc(-n2cnnc2SCC(=O)Nc2ccc(N3CCOCC3)cc2)cc1,-4.2%,-3%,9%,-6,7%,-2%,-1%,-17,-9%
Cc1ccc(-c2csc(NC(=O)CCCc3cccs3)n2)cc1,-1.5%,-21%,-12%,-6,0%,0%,3%,1,-5%
CC(=O)c1ccc(OC(=O)c2cccs2)cc1,0.7%,-11%,-4%,-17,1%,2%,-4%,4,6%
CCN(CC)C(=O)C1=C(C)Nc2nc3ccccc3n2C1c1ccc(Cl)cc1 (stereo not drawn),4.7%,-22%,-10%,-2,3%,1%,-3%,2,-2%
CN1CCN(C(=O)Nc2ccccc2CC[N+](=O)[O-])CC1,-3.2%,?,-1%,-5,-5%,-2%,5%,-22,10%
COc1cccc(CNC(=O)CCS(=O)(=O)c2cccc3nonc23)c1,0.6%,0%,-2%,-2,5%,-2%,1%,4,-1%
Cc1onc(-c2ccccc2)c1C(=O)N(Cc1ccccn1)Cc1ccccn1,0.2%,-15%,-3%,-9,1%,2%,-9%,-6,-4%
CCC(=O)N1CCCc2cc(S(=O)(=O)N3CCC(C(=O)Nc4cccc(Cl)c4)CC3)ccc21,-1.8%,-17%,-15%,-2,7%,-1%,-3%,-4,-10%[57.1 µM]
COc1ccc(N=N/C(=C\O)C(=O)c2cccs2)cc1,0.8%,-29%,2%,-1,-17%,4%,4%,-1,-4%[57.1 µM]

# Exported as tab-separated lines: part of the list above.
canonical_smiles	RXFP1 agonist	USP1-UAF1 inh	mIDH1 inhibitor	LDHA block	Vif-A3G inh	Vif-APOBEC3F blk	Glioma ERSR ind	PI4K2A inh	TrxR1 substrate
Cc1onc(-c2ccccc2)c1C(=O)N(Cc1ccccn1)Cc1ccccn1	0.2%	-15%	-3%	-9	1%	2%	-9%	-6	-4%
CCC(=O)N1CCCc2cc(S(=O)(=O)N3CCC(C(=O)Nc4cccc(Cl)c4)CC3)ccc21	-1.8%	-17%	-15%	-2	7%	-1%	-3%	-4	-10%[57.1 µM]
COc1ccc(N=N/C(=C\O)C(=O)c2cccs2)cc1	0.8%	-29%	2%	-1	-17%	4%	4%	-1	-4%[57.1 µM]

# Further compounds follow.
SMILES,RXFP1 agonist,USP1-UAF1 inh,mIDH1 inhibitor,LDHA block,Vif-A3G inh,Vif-APOBEC3F blk,Glioma ERSR ind,PI4K2A inh,TrxR1 substrate
COc1cccc(C(C)(O)c2nc(-c3ccc(OC)nc3)cs2)c1 (stereo not drawn),.,.,.,-5,1%,.,-1%,3,.
COc1ccccc1NCC(=O)NN=C1CCS(=O)(=O)c2ccc(F)cc21,.,-14%,4%,-6,-5%,1%,-3%,-1,-1%
COc1ccccc1NC(=O)c1sc2nc(-c3cc4cc(Cl)ccc4oc3=O)[nH]c(=O)c2c1C,-0.8%,-27%,6%,5,-1%,-6%,-2%,-2,?
CCC1CCCCN1C(=O)COc1ccc2c(c1)OCO2 (stereo not drawn),0.8%,-7%,-2%,3,0%,1%,3%,0,-4%
CCOC(=O)N/N=C/c1c[nH]c2ccccc12,-3.0%,-20%,-4%,-2,-1%,1%,9%,5,-13%
COc1cc([N+](=O)[O-])ccc1NC(=S)Nc1cc(C(=O)OC(C)C)cc(C(=O)OC(C)C)c1,-0.7%,-24%,2%,1,-2%,-6%,-2%,4,-9%
OC(c1ccc(F)cc1)(C1CCCCC1)C(CN1CCOCC1)c1ccccc1 (stereo not drawn),-0.6%,-7%,-1%,0,1%,-7%,-4%,-1,0%
CCCc1nc2nc(C)c(NS(=O)(=O)c3ccc(C)c(C)c3)c(=O)n2[nH]1,-1.1%,-9%&-6%,1%&-1%,1&-3,-1%&4%,0%&1%,-1%&-5%,-3&-3,7%
COc1ccc(N2CCN(S(=O)(=O)c3c[nH]c(=O)[nH]c3=O)CC2)cc1,-2.3%,-13%,-3%,-4,0%,6%,-2%,1,-4%[57.1 µM]
COc1ccc(C)cc1N(C(=O)COc1ccccc1)c1nc2ccccc2s1,-2.7%,-6%,-3%,-3,-4%,2%,0%,6,-7%
COc1ccccc1OCC(=O)NCCNC(=O)COc1ccccc1OC,2.1%,-7%,0%,-14,0%,-6%,6%,6,11%
O=C(CN1C(=O)COc2ccccc21)N1CCCc2ccccc21,-2.4%,1%,3%,0,-2%,3%,-1%,2,5%
COc1cccc(CNC(=O)CCC2CCCN(C(=O)c3cscn3)C2)c1 (stereo not drawn),0.7%,-12%,7%,-8,-1%,2%,-1%,4,2%
Cc1cc(OCC(=O)N(Cc2sccc2C)C2CCS(=O)(=O)C2)ccc1Cl (stereo not drawn),3.9%,-7%,.,-3,.,.,.,-2,-6%
CCc1nn2c(N(C)CCO)cc(C)nc2c1-c1ccc(F)cc1,0.8%,-26%,1%,-4,3%,?,4%,-2,-2%
CCn1cc(C(=O)NCc2ccccc2OC)c(=O)c2cc(S(=O)(=O)N3CCCCC3)ccc21,2.8%,-11%,15%,-3,-1%,-5%,0%,0,-7%
COc1ccc(-c2noc(-c3ccc(N4CCCCC4C)c([N+](=O)[O-])c3)n2)cc1OC (stereo not drawn),1.6%,-16%,3%,3,0%,1%,-3%,-2,-5%
CCCN(CCC)c1cc(C)nc2nc(-c3ccc(Cl)cc3)nn12,14%,-17%,-13%,-2,0%,7%,-3%,-3,4%
CC(=O)c1cccc(NC(=O)CN2C(=O)CC(c3ccc(C)cc3C)=Nc3ccccc32)c1,-1.0%,-8%,11%,-6,2%,-20%,-2%,-11,-16%[57.1 µM]
CN1CCC(C(=O)C(=O)O)C1=O (stereo not drawn),.,7%,-4%,3,0%,1%,-2%,-7,11%[57.1 µM]
C[C@]12c3[nH]c4ccc(Cl)cc4c3CCN1C(=O)[C@@H](CC(=O)NCCN1CCOCC1)C[C@@H]2C(=O)N1CCOCC1,.,-19%,-11%,-7,-1%,4%,-2%,2,-5%
CO/N=C(\N)c1nonc1N,-1.2%,-5%,-2%,-1,-2%,8%,1%,7,-6%
N=c1n(CCO)c2ccccc2n1CCOc1ccc(Cl)cc1Cl,0.9%,?,7%,0,2%,1%,-13%,-1,4%
COc1cc(C(=O)O)ccc1OCc1ccncc1,0.2%,-12%,9%,1,0%,-7%,-2%,4,2%
CCCC(C)C(=O)Nc1ccc(Cl)cn1 (stereo not drawn),0.0%,-5%,9%,-1,4%,-1%,?,2,-8%
COc1ccc(Nc2cc(C)nc(N3CCOCC3)n2)cc1,0.2%,-1%,8%,1,0%,0%,2%,6,0%
O=C(CSc1nc2ccccc2c(=O)n1-c1ccccc1F)NC1CC1,.,-7%,0%,-8,-5%,-10%,1%,-16,7%[57.1 µM]
COc1ccc(C(=O)N2CCN(c3ccccc3)CC2)cc1S(=O)(=O)N1CCOCC1,1.3%,-13%,-4%,0,-1%,7%,-7%,2,10%[0.0914 µM]
